Source: PubChem
MgcRacGAP inhibition – MgcRacGAP GTPase-activating activity inhibitors, confirmation, biochemical, ADP Hunter fluorescence. Rac GTPase-activating protein 1 (Homo sapiens). MgcRacGAP-stimulated Rac1 GTP hydrolysis, ADP Hunter fluorescence; higher % means a stronger effect; GST-tagged Rac1 F28L mutant substrate. AID 624330, 2012. 0.6% of 340,000 active. inhibition, % at 30 µM; hits with a dose series show IC50 in µM;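 active = first-screen hits whose inhibition reached a set limit at any dose in the follow-up dose series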;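 also: fluorescence reports GDP produced by GAP-driven GTP hydrolysis; strong numbers were not always called active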
K1F lysis inhibition – inhibition of K1F phage lysis, E. coli UTI89, bacterial capsule biogenesis inhibitors, alamar blue (AID 488966); inhibition, % at 100 µM, or IC50 in µM where a hit was titrated; 0.02% of 340,000 active; E. coli UTI89 K1F phage lysis, alamar blue, 2 h; higher % means a stronger effect;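 active = phage lysis inhibition, versus mean bacterial control, above a set limit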;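 also: capsule biogenesis inhibitors block K1F phage lysis so surviving cells raise fluorescence; higher fluorescence means more inhibition of phage lysis; actives were called in the ten point dose series up to 300 µM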
NTR1 ag – agonists of NTR1, primary screen, imaging, U2OS cells, beta-arrestin-GFP, high content (AID 493036). Neurotensin receptor type 1 (Homo sapiens), P30989. NTR1-U2OS beta-arrestin-GFP spot imaging, agonist mode. activation, % at 20 µM. 0.17% of 330,000 active;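 active = activation at or above 40% of the spot to cytoplasm intensity ratio, with at least 20 cells analyzed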;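 also: 0% = DMSO without peptide and 100% = 100 nM NTR1 peptide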
Target sequence (P30989 whole entry, looked up): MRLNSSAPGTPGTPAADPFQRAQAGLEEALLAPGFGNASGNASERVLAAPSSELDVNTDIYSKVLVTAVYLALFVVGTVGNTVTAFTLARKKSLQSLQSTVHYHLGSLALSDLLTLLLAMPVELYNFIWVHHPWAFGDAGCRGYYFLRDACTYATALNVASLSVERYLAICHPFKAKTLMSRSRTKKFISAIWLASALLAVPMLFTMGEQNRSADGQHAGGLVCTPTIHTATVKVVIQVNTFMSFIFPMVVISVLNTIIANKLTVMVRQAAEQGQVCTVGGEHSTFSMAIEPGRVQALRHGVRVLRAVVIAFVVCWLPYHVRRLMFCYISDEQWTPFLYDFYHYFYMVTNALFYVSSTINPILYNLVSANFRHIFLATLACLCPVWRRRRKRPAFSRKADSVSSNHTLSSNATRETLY
NTR1 ag cell count 20 µM – recorded beside NTR1 ag, whose call it bears; cell count; measured here: cell count, cytotoxicity flag
* = called active by the depositor; [ ] = another dose, or the depositor's remark.

Molecule | MgcRacGAP inhibition | K1F lysis inhibition | NTR1 ag | NTR1 ag cell count 20 µM
O=C(Nc1ccc(Cl)c(S(=O)(=O)N2CCCCC2)c1)c1ccco1 | 2% | 0.0%[50 µM] | -1.2 | 65
Cc1ccccc1C(=O)N1CCC(C(=O)Nc2ccccn2)CC1 | 4% | 0.2% | 0.0 | 64
CC1CC(C)CN(CCCNC(=O)c2c(O)nc3ccccn3c2=O)C1 (stereo not given) | -6% | 0.9%[50 µM] | -0.8 | 65
COc1ccc(N2CCN(C(=O)CN3C(=O)NC4(CCCCC4C)C3=O)CC2)cc1 (stereo not given) | 7% | 1.1% | 2.2 | 60
C/C(=N\NC(=O)c1cccc(S(=O)(=O)N2CCOCC2)c1)c1ccc(O)cc1 | 9% | 0.5%[50 µM] | 0.7 | 43
Cc1n[nH]c(=O)c2c(NC(=O)CSc3nn(-c4ccccc4)c(=S)s3)oc(C)c12 | -2% | 0.1%[50 µM] | -0.5 | 65
Cc1ccc(S(=O)(=O)N2CCOCC2)cc1NCC(=O)Nc1ccc(OC(F)(F)F)cc1 | 6% | 7.9% | -0.5 | 64
Cc1ccc(C(=O)CCC(=O)OCC(=O)NNC(=O)c2ccccc2Cl)cc1 | 4% | 0.6%[50 µM] | 7.9 | 40
CCN(CC(=O)Nc1c(F)cccc1F)C(=O)CNC(=O)COc1ccccc1 | -5% | -1.8% | 1.4 | 58
O=C(COC(=O)C1CC2CCCC(C1)C2=O)Nc1ccc(F)c(Cl)c1 (stereo not given) | 4% | 0.0%[50 µM] | 1.3 | 52
Cc1cc(NC(=O)COc2coc(CN3CCN(c4ccc(F)cc4)CC3)cc2=O)no1 | 9% | -0.9% | -0.6 | 79
COc1ccc(N2CCN(C(=O)COC(=O)Cc3c(F)cccc3Cl)CC2)cc1 | 26% | 1.0%[50 µM] | -0.7 | 54

Remaining list, next part:
Molecule | MgcRacGAP inhibition | K1F lysis inhibition | NTR1 ag | NTR1 ag cell count 20 µM
Cc1occc1-c1nnc(SCC(=O)NC2(C#N)CCCC2)n1C | 4% | 0.4%[50 µM] | -0.7 | 61
COc1ccccc1CCNC(=O)CSc1nc(=O)[nH]c2c1CCC2 | 3% | 0.6%[50 µM] | -0.3 | 54
O=C(COC(=O)c1ccc(Cl)c(S(=O)(=O)N2CCCCC2)c1)NCCc1ccccc1 | -7% | -0.7%[50 µM] | 0.6 | 56
COc1ccc2c(c1)c(CCNNC(=O)C(C)(C)C)c(C)n2C(=O)c1ccc(Cl)cc1 | 6% | -0.7% | 6.8 | 92
CN(C)S(=O)(=O)c1ccc(NC(=O)CN2C(=O)NC(Cc3ccccc3)C2=O)cc1 (stereo not given) | 3% | 0.2% | 4.7 | 43
CCCN(CC(=O)Nc1ccccc1OC)C(=O)CC1CCCC1 | 4% | 0.3%[50 µM] | 1.2 | 90
COc1ccc2nc(NC(=O)CSCC(=O)Nc3cc(C)on3)sc2c1 | -2% | 1.0%[50 µM] | -0.8 | 56
O=C(COC(=O)c1ccc2c(c1)OCO2)Nc1cccc(F)c1 | 3% | 1.5%[50 µM] | 0.1 | 69
Cc1ccc(S(=O)(=O)CCC(=O)N(Cc2nnc(-c3ccc(Cl)cc3)o2)C2CC2)cc1 | 3% | 0.4%[50 µM] | 1.2 | 83
C=CC[C@H](CC(=O)NCCO)C(=O)NC[C@@H](OC(=O)[C@@H](CC=C)Cc1ccc(F)cc1)c1ccccc1 | 8% | -0.2% | -0.6 | 63
COc1ccc(C(=O)Nc2cccc(S(=O)(=O)N(C)C)c2)cc1S(=O)(=O)N1CCOCC1 | 3% | 1.2% | 1.3 | 70
O=C(COC(=O)c1nc(Cl)c(Cl)c(Cl)c1Cl)NCc1ccccc1 | 2% | 0.1%[50 µM] | 25 | 37

Record cards, as listed above. Order of screens: MgcRacGAP inhibition	K1F lysis inhibition	NTR1 ag	NTR1 ag cell count 20 µM
COc1ccc(N2CCN(C(=O)CN3C(=O)NC4(CCCCC4C)C3=O)CC2)cc1 (stereo not given) in the list: 7%	1.1%	2.2	60
O=C(COC(=O)c1ccc(Cl)c(S(=O)(=O)N2CCCCC2)c1)NCCc1ccccc1 in the list: -7%	-0.7%[50 µM]	0.6	56
C=CC[C@H](CC(=O)NCCO)C(=O)NC[C@@H](OC(=O)[C@@H](CC=C)Cc1ccc(F)cc1)c1ccccc1 in the list: 8%	-0.2%	-0.6	63
Cc1n[nH]c(=O)c2c(NC(=O)CSc3nn(-c4ccccc4)c(=S)s3)oc(C)c12 in the list: -2%	0.1%[50 µM]	-0.5	65

(next part)
Molecule | MgcRacGAP inhibition | K1F lysis inhibition | NTR1 ag | NTR1 ag cell count 20 µM
O=C(NC1CC1)c1cccc(S(=O)(=O)N2CCOCC2)c1 | 0% | 1.2% | 1.3 | 63
COc1ccc([C@H]2CC(=O)C=C(c3ccc(F)nc3)C2)cc1OC | 2% | 0.1% | -0.1 | 58
Cc1cccc(NC(=O)COC(=O)[C@@H]2CCCN2C(=O)c2cccs2)c1 | 0% | -1.4% | 0.7 | 59
COc1cccc(NC(=O)CN(C)C(=O)CSc2nc(C)cc(C)n2)c1 | -1% | 0.6%[50 µM] | -1.3 | 48
O=C(CSc1ccc(F)cc1)NCC1(N2CCOCC2)CCCCC1 | 5% | 0.6%[50 µM] | 0.2 | 56
CCCCNc1c(-c2ccc(SC(C)CC)c(OC)c2)nc2ccc(C)cn12 (stereo not given) | 4% | 3.0% | 23 | 96
O=C(c1ccco1)N1CCN(Cc2nc3ccccc3[nH]2)CC1 | 3% | 0.8%[50 µM] | 2.4 | 60
COc1ccc(/C=C(/C(=O)N2CCCCC2C(=O)O)c2ccc(OC)c(OC)c2)cc1 (stereo not given) | 0% | -0.5% | 1.5 | 59
CCCCn1c(N)c(N(CCC(C)C)C(=O)C2CCCC2)c(=O)[nH]c1=O | -1% | -0.1%[50 µM] | -2.0 | 49
Cc1cccc(N2CCN(C(=O)c3ccc4[nH]c(C)c(C)c4c3)CC2)c1C | 3% | -0.8% | 14 | 51
COc1ccc(C2(C)NC(=O)N(CC(=O)Nc3ccc4ccccc4c3)C2=O)cc1OC (stereo not given) | 11% | 0.2%[50 µM] | 1.9 | 74
Cc1nn(CC(=O)N(C)C)c(C)c1S(=O)(=O)N1CCOCC1 | 1% | 0.7%[50 µM] | 3.2 | 57

Going on with the list:
Molecule | MgcRacGAP inhibition | K1F lysis inhibition | NTR1 ag | NTR1 ag cell count 20 µM
CC[C@@H]1C(c2cccc(C)c2)=NN(c2ccccc2)[C@H]1C(=O)N1CCOC1=O | 7% | -0.2% | 4.7 | 73
CC1CC(C)CN(S(=O)(=O)CCNC(=O)c2ccccc2)C1 (stereo not given) | 6% | 0.2% | -0.8 | 48
CN(Cc1ccccc1)C(=O)c1ccccc1N(C)S(=O)(=O)c1ccccc1 | 3% | 0.6%[50 µM] | -0.2 | 71
Nc1c(N(CCC2=CCCCC2)C(=O)CCCOc2ccccc2)c(=O)[nH]c(=O)n1Cc1ccccc1 | 7% | 0.8%[50 µM] | 0.4 | 47
O=C(C(=O)N1CCN(Cc2ccccc2)CC1)c1c[nH]c2ccccc12 | -4% | -3.8% | 1.7 | 62
CC(C)OCCCn1c(SC(C)C(=O)NCC2CCCO2)nc2cc(Cl)ccc2c1=O (stereo not given) | 2% | 0.9%[50 µM] | 1.8 | 61
O=C(c1cnc(Cl)c(Cl)c1)N1CCN(S(=O)(=O)c2ccc3ccccc3c2)CC1 | 5% | 0.6%[50 µM] | 14 | 48
O=C(COC(=O)c1cc(=O)[nH]c2ccccc12)NCc1ccc(F)cc1 | 0% | 0.6%[50 µM] | -0.5 | 51
CC(C)(C)c1csc(NC(=O)C2=COCCO2)n1 | 11% | 0.8%[50 µM] | 2.8 | 61
Cc1cccc(Oc2ccccc2NC(=O)CSCC(=O)Nc2cc(C)on2)c1 | 9% | 0.4%[50 µM] | 1.9 | 58
COCc1ccc(-c2c(-c3cc(OC)cc(OC)c3)oc(=O)c3cc(OC)c(OC)cc23)cc1 | 13% | 1.6% | 3.9 | 54
CN(Cc1ccccc1)C(=O)c1[nH]cnc1C(=O)NC1CCN(C(=O)OC(C)(C)C)CC1 | 5% | -1.1% | -1.1 | 63

Next records follow.
Molecule | MgcRacGAP inhibition | K1F lysis inhibition | NTR1 ag | NTR1 ag cell count 20 µM
COc1ccc(F)cc1S(=O)(=O)NCC(c1ccc2c(c1)OCO2)N1CCN(C)CC1 (stereo not given) | 2% | 1.4%[50 µM] | -0.5 | 53
CCN(CC(=O)Nc1c(F)cccc1F)C(=O)CN1C(=O)C2CCCCC2C1=O (stereo not given) | 7% | 1.0%[50 µM] | -1.1 | 45
COc1ccc(NC(=O)COC(=O)c2ccc(-n3cnnn3)cc2)c([N+](=O)[O-])c1 | -3% | 0.2%[50 µM] | 0.2 | 98
CCOC(=O)C[C@H]1c2ccccc2S(=O)(=O)N1Cc1cc(OC)c(OC)c(OC)c1 | 5% | 0.8% | -2.7 | 108
CCCCn1c(N)c(N(CCOC)C(=O)c2ccc(-c3ccc(C(C)=O)cc3)o2)c(=O)[nH]c1=O | -2% | -0.2%[50 µM] | 1.7 | 56
COc1ccc(C#Cc2c(-c3ccsc3)oc3ccc(N4CCOCC4)cc23)cc1 | -4% | -0.6% | -2.9 | 110
CC1CCN(C(=O)COC(=O)c2ccc(Cl)nc2)CC1 | 9% | 0.8%[50 µM] | -1.7 | 60
Cc1cc2nc3n(c2cc1C)CC1CC(C(=O)NCc2cccc(Br)c2)N(C)C31 (stereo not given) | 6% | 2.4% | -1.0 | 94
O=C(NCc1cc(C(F)(F)F)ccc1Cl)c1cccc2c1C(=O)c1ccc(N3CCOCC3)cc1S2(=O)=O | 3% | 0.7% | 11 | 59
COc1cc(-c2nc3ccc(C)cn3c2NCc2ccccc2)ccc1SC1CCCCC1 | 5% | 1.7% | 7.1 | 57
Cc1ccc(S(=O)(=O)N(C)c2ccc(OC(=O)CN3C(=O)NC4(CCCC4)C3=O)cc2)cc1 | 4% | 0.4%[50 µM] | 0.9 | 43
COc1ccc(NC(=O)c2cc(-c3ccccn3)nc3ccccc23)c(OC)c1 | 5% | -0.3% | 2.6 | 61

(cont.)
Molecule | MgcRacGAP inhibition | K1F lysis inhibition | NTR1 ag | NTR1 ag cell count 20 µM
COc1ccc(CN2CCN(C(=O)c3c(-c4ccccc4)noc3C)CC2)cc1F | 4% | 0.8%[50 µM] | -1.4 | 80
O=C(CCNC(=O)c1ccccc1Cl)NN=Cc1ccccc1[N+](=O)[O-] | 4% | -2.1% | 2.1 | 56
CN1CCC(N(C)S(=O)(=O)c2ccc(NC(=O)Cc3ccc(F)cc3)cc2)CC1 | -1% | 1.0%[50 µM] | -2.9 | 55
COc1ccc(NC(=O)CN(C)CC(=O)N2CC(=O)Nc3ccccc32)cc1 | 6% | 0.6%[50 µM] | 0.2 | 52
Cc1cc(NC(=O)CSc2[nH]c(=O)cc(C(F)(F)F)c2C#N)no1 | -5% | 1.2%[50 µM] | -1.9 | 49
Cc1cc(C)cc(NC(=O)CSc2nnc(-c3ccncc3)o2)c1 | 6% | 0.8%[50 µM] | -0.1 | 65
CN(C)CCn1nnnc1SCC1=C(C(=O)O)N2C(=O)[C@@H](NC(=O)Cc3csc(N)n3)[C@H]2SC1 | 23% | -15% | -1.1 | 64
O=C(NCc1ccccc1)C1=C[C@@H](c2ccc3c(c2)OCO3)C[C@@H](OCCCCO)O1 | 9% | 0.8% | 1.0 | 46
COc1ccc(C(=O)OCC(=O)NC(Cc2ccccc2)C(C)=O)cc1S(=O)(=O)N1CCCC1 (stereo not given) | -2% | 1.1%[50 µM] | -0.9 | 69
O=C(COC(=O)/C=C/c1ccc(C(F)(F)F)cc1)NC(=O)NCc1ccco1 | -7% | -0.4%[50 µM] | 6.5 | 63
O=C(C[C@@H]1C/C=C\C[C@H](NC(=O)OCC2c3ccccc3-c3ccccc32)C(=O)OC[C@H]2CCCN2C1=O)N[C@H](CO)Cc1ccccc1 | 9% | 0.0% | 1.2 | 51
O=C(CN1CCN(S(=O)(=O)c2ccc(F)cc2)CC1)Nc1ccnn1C1CCCC1 | -20% | 0.7%[50 µM] | 0.8 | 86

Next results follow:
Molecule | MgcRacGAP inhibition | K1F lysis inhibition | NTR1 ag | NTR1 ag cell count 20 µM
O=C(Cc1ccc(NS(=O)(=O)c2ccc(Cl)c(Cl)c2)cc1)NCCN1CCOCC1 | 4% | 0.9%[50 µM] | -0.1 | 57
COC(=O)c1cc(Br)ccc1NC(=O)CSCc1c(C)noc1C | 5% | 0.5%[50 µM] | -0.2 | 42
CNC(=O)C(=O)NCC1CCCN1S(=O)(=O)c1cccs1 (stereo not given) | 1% | 0.6%[50 µM] | 0.2 | 55
CCCn1c(=O)c2[nH]c(-c3ccc(OCC(=O)Nc4ccc(C#N)cc4)cc3)nc2n(CCC)c1=O | 6% | -0.2% | 2.0 | 50
CCOc1ccc(S(=O)(=O)N2CCC(C(=O)NCc3ccccc3CN3CCCC3)CC2)cc1 | 7% | 0.5%[50 µM] | 0.8 | 59

These rows are one share of the data (hit frequency here may not be typical).
